# Bioassay records: PubChem BioAssay, NCI
# Growth percent in the NCI-60 one-dose screen (48 h, 10 µM unless noted): 100 = growth as untreated, 0 = no growth, -100 = all killed.
# SNB-75: SNB-75 CNS cancer | actives 5% (n = 79,000) | AID 1794750
# PC-3: PC-3 prostate cancer cells; actives 3.9% (n = 80,000)
# DU-145: DU-145 prostate cancer | AID 1794760 | actives 4.2% (n = 81,000)
# SF-539: SF-539 CNS cancer; actives 6.8% (n = 81,000)
# U251: U251 CNS tumor cells. actives 5.4% (n = 80,000). AID 1794753
# SF-268: SF-268 CNS cancer cells; actives 3.1% (n = 82,000)
# SNB-19: SNB-19 CNS cancer cells | AID 1794751 | actives 2.5% (n = 81,000)
# HCC-2998: HCC-2998 colon cancer; actives 4.7% (n = 79,000)
# SF-295: SF-295 CNS cancer cells; actives 5.6% (n = 79,000)
# Starred values were filed as active, the others as inactive; nt = no result given; & = joins results of further samples. The calls were made as follows: active = growth percent below 10; inactive = the rest.
SMILES,SNB-75,PC-3,DU-145,SF-539,U251,SF-268,SNB-19,HCC-2998,SF-295
O=C(CCCCl)Nc1nc(-c2ccc(Cl)cc2)cs1,nt,88,98,95,83,82,84,95,72
COc1ccc(-c2nc(C(Cl)Cl)nc3cc(-c4ccccc4)nn23)cc1,-9.4*,35,-27*,36,-52*,14,5.8*,-38*,9.6*
NNC(=O)Cc1ccccc1,78,57,104,93,92,86,93,102,80
O=S(=O)(O)c1cc(Cl)ccc1Cl,73,90,126,98,102,95,99,130,123
Nc1nc(N)c2c(n1)NC(c1sc(Cl)nc1Cl)CC(c1ccccc1)=N2 (configuration not stated),30,60,75,35,33,54,62,74,35
CC(C)NCC(O)c1ccc(O)c(O)c1 (configuration not stated),82&83&75,96&94,103&119&110,86&88&96,99&118&99,87&106&102,94&89&101,108&117&105,105&110&108
NCCCCOc1ccccc1,110,97,116,103,102,108,102,103,92
CC(=O)c1cc(-c2ccccc2N)n(-c2ccc3c(c2)OCO3)c1C,23,30,9.5*,-0.9*,15,31,19,16,-10*
Cc1cc(N2CCCC2)nc(N(CCCNc2ccnc3cc(Cl)ccc23)Cc2ccc3c(c2)OCO3)n1,3.7*,21,28,-90*,-9.5*,31,23,-52*,-62*
CC(C)c1cccc(O)c1O,69,95,121,106,109,107,105,100,112
CCOC(=O)c1cc(C(=O)c2cc(OC)cc(OC)c2)n2nc(-c3ccc(Cl)cc3)ccc12,83,75,100,100,96,97,90,114,102
Cc1ccc(N2CCN(CSc3ccccc3)CC2)cc1,89,99,116,98,94,105,nt,98,96
CS(=O)(=O)Nc1ccc(C(=O)NC(C(=O)NO)c2ccc(-c3cccc(F)c3)cc2)cc1 (configuration not stated),25,87,83,93,94,47,45,63,94
COC(=O)CC1Oc2ccc(F)cc2-c2nc(C)ncc21 (configuration not stated),75,92,100,98,105,86,98,107,100
Nc1ccccc1NC1CCN(Cc2ccccc2)CC1,68,82,129,101,nt,119,nt,94,99
COc1ccc(-n2c(C(O)c3ccccc3)n[nH]c2=S)cc1 (configuration not stated),90,120,113,101,91,96,100,106,nt
COC(=O)C1(CS(C)(=O)=O)NC(=S)NC(=O)C1C#N (configuration not stated),92,103,113,105,104,106,98,101,95
Nc1nc(Nc2ccccc2SSc2ccccc2Nc2nc(N)nc(-c3ccncc3)n2)nc(-c2ccncc2)n1,54,81,81,98,101,79,105,120,101
O=C(CSc1nnc(CN2CCN(c3cc4c(cc3F)c(=O)c(C(=O)O)cn4C3CC3)CC2)o1)c1ccc(Cl)cc1,90,87,108,95,92,98,96,106,98
FC(F)(F)c1cc(-c2nnc3n2NC(=NC2CCCCC2)CS3)cc(C(F)(F)F)c1,100,84,105,108,97,112,107,nt,98

# As entered above:
# `CCOC(=O)c1cc(C(=O)c2cc(OC)cc(OC)c2)n2nc(-c3ccc(Cl)cc3)ccc12` in U251 is listed with 96
# `FC(F)(F)c1cc(-c2nnc3n2NC(=NC2CCCCC2)CS3)cc(C(F)(F)F)c1` in SNB-75 is listed with 100

# 4 of the compounds above, with each value named.
> Nc1nc(Nc2ccccc2SSc2ccccc2Nc2nc(N)nc(-c3ccncc3)n2)nc(-c2ccncc2)n1
  SNB-75 = 54
  PC-3 = 81
  DU-145 = 81
  SF-539 = 98
  U251 = 101
  SF-268 = 79
  SNB-19 = 105
  HCC-2998 = 120
  SF-295 = 101

> Cc1ccc(N2CCN(CSc3ccccc3)CC2)cc1
  SNB-75 = 89
  PC-3 = 99
  DU-145 = 116
  SF-539 = 98
  U251 = 94
  SF-268 = 105
  SNB-19 = nt
  HCC-2998 = 98
  SF-295 = 96

> COC(=O)C1(CS(C)(=O)=O)NC(=S)NC(=O)C1C#N (configuration not stated)
  SNB-75 = 92
  PC-3 = 103
  DU-145 = 113
  SF-539 = 105
  U251 = 104
  SF-268 = 106
  SNB-19 = 98
  HCC-2998 = 101
  SF-295 = 95

> CCOC(=O)c1cc(C(=O)c2cc(OC)cc(OC)c2)n2nc(-c3ccc(Cl)cc3)ccc12
  SNB-75 = 83
  PC-3 = 75
  DU-145 = 100
  SF-539 = 100
  U251 = 96
  SF-268 = 97
  SNB-19 = 90
  HCC-2998 = 114
  SF-295 = 102

# Next records follow.
SMILES,SNB-75,PC-3,DU-145,SF-539,U251,SF-268,SNB-19,HCC-2998,SF-295
N#CC12C(=O)NC(=N)C1(C#N)C(c1ccccc1)OC1=C2CCCC1 (configuration not stated),100,100,105,100,116,104,108,100,102
OCC(O)c1ccccn1 (configuration not stated),91,100,116,108,121,96,100,107,109
S=C(Nc1ccc(Cl)cc1)Nc1ccc(Nc2ncnc3sc4c(c23)CCN(Cc2ccccc2)C4)cc1,86,79,102,101,101,93,100,107,90
COC(=O)[C@]12CC[C@@H](C)[C@H](C)[C@@H]1C1=CC[C@@H]3[C@@]4(C)C/C(=N\O)[C@H](O)[C@@]5(C)COC(=C45)C[C@@]3(C)[C@]1(C)CC2,-88*,-81*,-95*,-75*,-96*,-79*,-66*,-89*,-89*
COc1cc(C(=O)/C=C/c2c(Cl)nc3sc(C)nn23)cc(OC)c1OC,104,96,101,95,107,95,107,nt,97
O=C(N=Nc1c(Cl)c(O)c2ccccc2c1O)C(=O)Nc1cccc(C(F)(F)F)c1,31,58,-39*,102,75,68,93,96,41
CCN(CC)c1ccc(/C=N/Nc2nc(-c3ccc(C)cc3)cs2)c(O)c1,92,70,98,106,90,105,90,106,94
c1ccc2cc(SSc3ccc4ccccc4c3)ccc2c1,91,81,107,105,90,96,93,89,99
c1ccc(-c2cc(-c3ccccc3-c3ccccc3)no2)cc1,71,97,98,97,101,99,95,96,105
O=C(Cc1n[nH]c(=S)nc1CC(=O)c1ccccc1)c1ccccc1,109,92,107,104,103,106,120,108,327
C#Cc1cccc(Nc2ncnc3ccc(-c4cnc(Cl)c(NS(C)(=O)=O)c4)cc23)c1,-22*,-7.0*,2.5*,-38*,-62*,-30*,-24*,-62*,-32*
CCCCCCCCCCCCOc1ccccc1C=O,81,108,111,102,87,97,98,90,99
O/N=C\c1cc(-c2ccc(Cl)cc2)on1,86,100,108,104,109,102,97,102,99
COc1cccc(-c2nn(-c3ccccc3)cc2-c2ccnc(NCCNC(=O)Nc3ccc(Cl)c(Cl)c3)c2)c1,-1.4*,4.2*,2.2*,-0.9*,-12*,9.1*,29,-37*,2.9*
O=C(O)c1ccccc1Nc1cc(Cl)ccc1Cl,76,106,109,92,117,99,110,98,96
COc1ccc(C(=O)COc2nc(-c3cccnc3)cc(-c3ccc(OC)c(OC)c3)c2C#N)cc1,92,84,103,102,98,101,100,102,107
CCCCCCCC/C=C\CCCCCCCCOc1cccc(CC(=O)NCC[N+]2(C)CCCCC2)c1,51,22,85,99,52,62,57,68,88
CCn1cc(C(=O)O)c(=O)c2cc(F)c(N3CCN(C(=O)CSc4nc(N)cc(=O)[nH]4)CC3)cc21,108,95,109,100,96,101,101,111,105
COc1ccc(/C=C/c2nc(N3CCOCC3)c3cc(Cl)c(Cl)cc3n2)cc1OC,89,97,96,97,101,105,103,112,89
N#C/C(=C/c1ccco1)C(=O)O,98,109,119,101,91,108,101,108,139
COc1ccc(-c2nc(SC(C)C)nc(NC3CC3)c2C#N)cc1,101,92,99,94,106,98,88,100,85
COc1ccc(-c2cc(=O)c3ccc4c(O)cccc4c3o2)cc1,89,97,108,101,94,108,107,113,92
CCOC(=O)c1cnn2c(-c3ccccc3O)nc(NCc3ccccc3)nc12,94,66,91,36,51,80,76,95,73
N#Cc1c(-c2ccccc2)cc(-c2ccccc2)n(CC(=O)Nc2ccccc2N)c1=O,83,78,106,93,87,94,99,106,99
COc1ccc(/C=C/C(=O)c2ccc(OC)c(S(=O)(=O)Nc3c(N)nc(SC)[nH]c3=O)c2)cc1,109,62,100,99,79,99,77,96,107
C#Cc1ccc(S(=O)(=O)Nc2cccc(-c3csc(NC(C)=O)n3)c2)cc1,60,62,83,90,82,87,84,91,66
Cc1ccn(C)c(=N)c1,85,99,105,94,96,101,94,95,102
COc1ccc(/C=C2/Sc3c(F)cccc3C2=O)c(OC)c1,87,98,108,101,108,95,102,113,105
CC(C)OC(=O)c1cccc([N+](=O)[O-])c1,105,103,111,114,107,99,107,111,95
Brc1ccc2c(c1)c(-c1nc(-c3c[nH]c4ncccc34)cs1)cn2CCCN1CCCCC1,68,2.1*,-44*,-78*,-84*,7.7*,-68*,35,27
Nc1nc(-c2cc3ccccc3oc2=O)co1,75,81,112,103,91,99,103,100,102
CCCCCCCCCCCCNC(=S)SCCC(=O)O,95,80,94,122,99,100,115,110,95
Cc1nc(Nc2nc3ccccc3o2)nc(-c2cccc([N+](=O)[O-])c2)c1C(=O)Nc1ccc(F)c(Cl)c1,18,6.8*,19,26,3.1*,12,12,-26*,-41*
Cc1cc2nc3c4cc(N)ccc4n(CCN(C)C)c3nc2cc1C,20,22,13,10,16,30,13,17,1.3*
CCN1CCN(C2=C(N3CCN(CC)CC3)c3c(sc4c(F)cccc34)C(c3cccc([N+](=O)[O-])c3)N2)CC1 (configuration not stated),92,97,114,96,107,93,101,118,105
CCCc1oc2ccccc2c(=O)c1C(=O)c1ccc(O)cc1,92,nt,110,107,106,102,98,120,103
O=C(Oc1ccc(-c2ccccc2[N+](=O)[O-])cc1)c1ccccc1,83,94,103,95,99,97,98,105,92
CCOc1ccc(/C=N/Nc2cc(C)nc3ccc(Br)cc23)cc1,100,81,94,102,77,100,100,100,83
O=[N+]([O-])c1ccc(/C=C/CCOc2ccccc2)cc1,91,103,106,101,99,100,101,88,98
C=CCn1c(SCC(=O)Nc2ccc(C(=O)/C=C/c3ccc(Cl)cc3)cc2)nnc1-c1cc(-c2ccc(Cl)cc2)nc2ccccc12,78,80,119,109,89,95,89,106,106
COc1ccc(/C=C/C(=O)Oc2cc(C)c3sc(=O)[nH]c3n2)cc1,62,96,109,98,nt,96,101,114,99
O=C(O)CC(Br)c1cccc([N+](=O)[O-])c1 (configuration not stated),145,92,107,102,91,109,102,106,105
S=c1[nH]nc(-c2cc(-c3cccnc3)n(-c3ccccc3)n2)o1,105,90,113,111,92,110,115,103,nt
COc1cc(C2CC(=O)Nc3cc(O)ccc32)cc(OC)c1OC (configuration not stated),93,91,101,99,94,90,106,94,90
CCC(C#N)(c1ccccc1)c1ccccc1,96,97,123,110,101,113,110,95,98
O=[N+]([O-])c1cc(Br)cc(Br)c1,101,94,107,102,100,99,104,95,103
COc1ccccc1/C=C/C(=O)c1ccc(B(O)O)cc1,83,94,68,98,nt,78,102,90,93
COc1ccc(/C=C2\N=C(Nc3ccccc3)N(NC(=O)CCl)C2=O)cc1,91,95,111,103,107,97,106,117,nt
NC1=NC(c2ccccc2O)c2sc3ccc(Cl)cc3c2N1 (configuration not stated),78,88,113,107,108,94,103,122,107
COc1cc2oc(-c3cccc(NC(=O)c4cc([N+](=O)[O-])ccc4Cl)c3)cc(=O)c2c(OC)c1OC,75,89,100,73,97,73,90,82,96
CCC(C(=O)O)N1C(=O)/C(=C/c2ccc(O)c(O)c2)SC1=S (configuration not stated),95,101,107,96,104,101,96,105,108
